Assay outcomes: PubChem BioAssay, several laboratories
PLAP inhibition – PLAP enzyme inhibitors, biochemical, luminescence, HTS (AID 690); 96,000 tested, 0.08% active; purified PLAP, luminescent substrate; higher % means a stronger effect; one-dose inhibition, % at 20 µM; IC50 in µM for titrated hits; in the data active = a potency from the dose series; inactive = the rest, 99 in 100 with inhibition below about 30%; also: strong numbers were not always called active
IL1B NFkB inh – blocks IL-1B driven NFkB nuclear translocation in HUVEC cells; HUVEC IL-1B NFkB p65 nuclear translocation imaging; inhibition, % at 2 µM; 94,000 tested, 0.43% active;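 active = inhibition above about 30% together with a positive call from visual inspection of the well image, limit read from the data; inconclusive = inhibition above a set limit but visual check negative; inactive = inhibition not above a set limit, visual check negative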;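 also: nuclear over cytoplasmic p65 intensity ratio measured by imaging; 0% = IL-1B stimulated DMSO wells and 100% = unstimulated DMSO wells; values of inactives mirror those of a sister screen read the other way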
Bcl-B displacement – displacers of TR3 peptide from Bcl-B, primary screen, selectivity assay for Bfl-1 inhibitor project, biochemical, fluorescence polarization; 96,000 tested, 0.11% active; AID 748; one-dose displacement, % at 20 µM; IC50 in µM for titrated hits; FP displacement of FITC-TR3 peptide from Bcl-B; higher % means a stronger effect;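 active = displacement above 50% at 20 µM plus a fluorescence interference ratio under 1.5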;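 also: plate controls were wells without compound for no effect and wells lacking Bcl-B protein for full effect; a part of the inactive calls stands beside numbers as strong as those of hits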
IL1B NFkB pot – enhances IL-1B driven NFkB nuclear translocation; HUVEC IL-1B NFkB p65 nuclear translocation imaging; activation, % at 2 µM; AID 819; 94,000 tested, 0.3% active;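 active = activation above 40%, about the mean plus 3 SD, also judged a hit on visual image review; inconclusive = activation above 40% but not a hit on visual review; inactive = activation not above 40% and no visual hit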;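 also: percent activation is computed from the nuclear over cytoplasmic p65 intensity ratio; values of inactives mirror those of a sister screen read the other way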
MRP reversal – compounds reversing MRP-mediated drug resistance; H69AR cells + 2 uM doxorubicin, CellTiter-Glo, 72 h; differential viability (reversal), % at 10 µM; 85,000 tested, 0.04% active; AID 602;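 active = viability drop by adding the cancer drug above about 55%, with treated viability meeting a 40% cutoff, limit read from the data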;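 also: viability without doxorubicin minus viability with 2 µM doxorubicin for each compound; larger differential means the compound sensitizes cells more to doxorubicin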
MRP reversal cytotoxicity – recorded beside MRP reversal, whose call it bears; viability, %; H69AR cells, CellTiter-Glo, 72 h; measured here: cytotoxicity without doxorubicin
MRP reversal with doxorubicin – second read-out of MRP reversal, no call of its own (marks repeat the call); viability, %; measured here: viability with 2 uM doxorubicin; active compounds read low
IL1B NFkB inh cell count 2 µM – also measured in IL1B NFkB inh; calls as there; cell count; measured here: cells passing quality filter;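 raw number of nuclei counted in each imaged well without normalization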
IL1B NFkB pot cell count 2 µM – second read-out of IL1B NFkB pot, no call of its own (marks repeat the call); cell count; measured here: cells passing quality filter
An asterisk follows results filed as active; ? = inconclusive; nt = not tested or not shown. These rows are one share of the data; rates above refer to the full screens.

Molecule	PLAP inhibition	IL1B NFkB inh	IL1B NFkB inh cell count 2 µM	Bcl-B displacement	IL1B NFkB pot	IL1B NFkB pot cell count 2 µM	MRP reversal	MRP reversal cytotoxicity	MRP reversal with doxorubicin
COc1cccc(OC)c1-c1nn2c(-c3ccccc3Cl)nnc2s1	-16%	-3	107	3%	3	107	-7	69	76
Cc1ccc(S(=O)(=O)c2c(C)nn(C(C)(C)C)c2OC(=O)C(C)(C)C)cc1	-34%	6	91	4%	-6	91	22	95	73
Cc1cc(C)nc(N2CCC(C(=O)NC3CCCc4ccccc43)CC2)n1 (centres undefined)	14%	-31	182	5%	31	182	-2	98	100
O=C(CNC(=O)Cc1ccccc1)NCC(=O)OCc1ccc(C(=O)c2ccccc2)cc1	-3%	10	113	8%	-10	113	nt	nt	nt
CCOC(=O)N1CCN(C(=O)CS(=O)(=O)c2cn(Cc3ccccc3C)c3ccccc23)CC1	nt	-5	149	nt	5	149	2	97	95
COc1ccc(S(=O)(=O)/N=C2/NC(=O)/C(=C\c3cc(OC)c(OC)cc3[N+](=O)[O-])S2)cc1	-72%	10	139	23%	-10	139	1	90	89
O=C1Cc2ccccc2C(=O)N1CCc1ccccc1	-62%	3	197	9%	-3	197	nt	nt	nt
O=C(NCC1CCCO1)C(c1cccnc1)N(C(=O)Cc1cccs1)c1ccccc1 (centres undefined)	-15%	-1	135	-2%	1	135	nt	nt	nt
CCOC(=O)CC1=C(C(=O)OCC)C(c2cc(OC)c(OC)cc2OC)C(C#N)=C(N)O1 (centres undefined)	-17%	4	107	-5%	-4	107	4	81	77
COC(=O)CNC(=O)CNC(=O)Nc1ccccc1Cl	-5%	-9	183	3%	21	70	14	102	88
CCCCNC(=O)CCC(=O)Nc1ccc2nc(N3CCOCC3)cc(C)c2c1	-6%	-6	96	-2%	6	96	3	99	96
O=C(NC1CCCCC1)c1cc(-c2ccco2)on1	-2%	-15	128	34%	15	128	12	91	79
COc1ccc(C(=O)NCCSc2ccccn2)cc1	23%	nt	nt	1%	nt	nt	10	100	90
O=C(NCCNC(=O)c1cc(OCC(F)(F)F)ccc1OCC(F)(F)F)Nc1ccc(Cl)cc1	5%	-8	129	5%	8	129	nt	nt	nt
CCOC(=O)c1cc2occc2n1CC(=O)N1CCN(C(=O)c2ccco2)CC1	-10%	2	162	9%	-1	162	1	83	82
Oc1ccc(-c2nc(=S)[nH][nH]2)cc1	nt	-2	158	nt	2	158	9	104	95
O=C(c1cc2nc(-c3ccco3)cc(C(F)(F)F)n2n1)N1CCc2ccccc2C1	-12%	6	128	-7%	-6	128	-8	85	93
O=C(Nc1nnc(-c2ccc(Cl)cc2)o1)c1nc2ccccc2s1	-74%	12	170	-3%	-12	170	-31	17	48
O=S(=O)(NCc1ccccc1)c1ccc(Cl)c(S(=O)(=O)NCc2ccccc2)c1	51%	-13	184	-3%	13	184	-10	91	100
CCOC(=O)c1cc(-c2ccc(OC)cc2F)nc2c1c(C)nn2CCC#N	-11%	5	112	4%	-5	112	-12	73	85
O=C(O)CC(NS(=O)(=O)c1ccc(Br)cc1)c1ccco1 (centres undefined)	-9%	12	91	4%	-12	91	nt	nt	nt
CCCCCNC(=O)C(C#N)c1nc2ccccc2nc1N1CC(C)OC(C)C1 (centres undefined)	nt	2	160	nt	-1	160	11	91	80
CCOC(=O)c1nn(-c2ccc(C)cc2)c(=O)c2c(N)scc12	nt	-4	85	nt	4	85	19	87	68
O=C(O)CCCC(=O)Nc1ccc(Sc2ccc([N+](=O)[O-])cc2)cc1	-19%	-1	124	3%	1	124	nt	nt	nt
CC(=O)N1CCN(C2c3cccc4cccc(c34)C2NS(=O)(=O)c2ccccc2)CC1 (centres undefined)	0%	-6	141	2%	6	141	25	77	51
CN(NC(=O)NN)c1ncc(C(F)(F)F)cc1Cl	17%	-1	137	4%	1	137	nt	nt	nt
O=C(COc1cccc(NC(=O)c2ccco2)c1)c1ccccc1	21%	3	95	3%	-3	95	12	80	68
CCCC(=O)Nc1nc(-c2ccc3c(c2)OCCO3)cs1	10%	15	58	-1%	-15	58	nt	nt	nt
CCn1ncc(C2=NOC(C(=O)Nc3c(C)n(C)n(-c4ccccc4)c3=O)C2)c1C (centres undefined)	-22%	-6	72	-2%	6	72	1	98	96
CCCC(C(=O)NC1CCCC1)N(CCCN1CCOCC1)C(=O)c1snc(C(N)=O)c1N (centres undefined)	-58%	8	89	3%	-8	89	1	87	86
COc1ccc2nc(NC(=O)C3CCN(S(=O)(=O)c4cnc[nH]4)CC3)sc2c1	-55%	nt	nt	-10%	nt	nt	-7	85	92
Cc1c(C(O)CN2CCN(Cc3ccc4c(c3)OCO4)CC2)c2ccccc2n1C (centres undefined)	-42%	-17	92	0%	17	92	2	76	74
COc1cc(-c2nc(S(=O)(=O)c3ccc(Cl)cc3)c(N3CCOCC3)o2)cc(OC)c1OC	11%	-16	139	8%	16	139	-2	71	73
Cc1ccc(CCN2CC(C(=O)NCCCN3CCOCC3)CC2=O)cc1 (centres undefined)	-12%	-51	141	-3%	?	nt	-8	92	100
COCC(=O)N(C)c1nnc(-c2ccc([N+](=O)[O-])cc2)s1	-9%	-41	148	-6%	?	nt	nt	nt	nt
CCOc1ccccc1C(=O)N1CCC(n2nnc3cc(C)ccc32)CC1	-19%	9	183	-16%	-9	183	5	89	84
O=C(NCc1ccc(Cl)cc1)C1CCCN(S(=O)(=O)c2cnc[nH]2)C1 (centres undefined)	-78%	18	138	5%	-18	138	-5	93	98
CCC(=O)N1CCc2cc(S(=O)(=O)NC(C(=O)NCc3ccc(C)cc3)C(C)C)ccc21 (centres undefined)	-8%	-70	134	-18%	?	nt	8	66	57
Cn1c(CCNC(=O)c2ccc(Cl)c(Cl)c2)nnc1SCc1ccc(Cl)c(Cl)c1	-15%	-14	142	0%	14	142	nt	nt	nt
Cc1ccc(-c2nnn(CC(=O)N(CC3CCCO3)C(C(=O)NCC3CCCO3)c3ccc(F)cc3)n2)o1 (centres undefined)	nt	-7	79	nt	7	79	27	99	72
O=C(CN1CCN(C2CCCCC2)CC1)NCCC1=CCCCC1	-43%	nt	nt	-3%	nt	nt	-6	76	82
Cc1nn(Cc2ccccc2)c2sc(C(=O)N3CCN(Cc4ccc5c(c4)OCO5)CC3)cc12	-68%	-13	55	0%	13	55	-6	59	65
CCCSc1cc(=O)n(-c2ccccc2)nc1C(=O)OCC	0%	-8	95	4%	8	95	nt	nt	nt
C=CCNc1nc(SC)nc2ccsc12	5%	-11	122	3%	11	122	nt	nt	nt
Clc1cc(Cl)c2nc(N3CCCC3)sc2c1	nt	-58	124	nt	?	nt	19	96	76
Cc1cc(OCc2nc(-c3ccc(NC(=O)c4cccnc4)cc3)no2)ccc1Cl	-2%	-4	153	-21%	4	153	nt	nt	nt
Cc1ccc(S(=O)(=O)NCCCCCC(N)=O)cc1	8%	-5	161	6%	5	161	nt	nt	nt
O=C(CN1NS(=O)(=O)c2ccccc2C1=O)Nc1ccccc1OC(F)F	-14%	-2	133	-17%	1	133	nt	nt	nt
Cc1nc2nc[nH]n2c(=O)c1CCC(C)C	-16%	-21	124	-3%	21	124	0	90	90
CC1Cn2c(nc3c2c(=O)[nH]c(=O)n3C)O1 (centres undefined)	0%	6	101	-1%	-6	101	0	89	89
CCCC(=O)NCCSC	-21%	nt	nt	-1%	nt	nt	0	102	102
COCCNC(=O)COc1cc(=O)n(C)c2ccccc12	-4%	4	108	1%	-4	108	12	87	75
CCOC(=O)c1c(C)[nH]c(NC(=O)N2CCOCC2)c1C	-21%	nt	nt	4%	nt	nt	6	99	93
O=C(CCCOc1ccc(Cl)cc1Cl)Nc1ccncc1	-44%	2	205	-7%	-2	205	7	100	93
O=C(NCCC1=CCCCC1)c1ccc(Br)o1	-13%	-4	148	0%	4	148	25	92	67
COC(=O)Cc1c(C)c2ccc(OC(=O)c3ccco3)cc2oc1=O	2%	-6	121	-5%	6	121	-3	94	96
O=C(Nc1ccc(O)cc1)c1cc2n(n1)C(C(F)(F)F)CC(c1ccco1)N2 (centres undefined)	-6%	0	163	-1%	0	163	nt	nt	nt
COc1cccc(OCCSc2nnc3sc4ccccc4n23)c1	-59%	-2	169	-16%	1	169	nt	nt	nt
N#CCO/N=C(\c1ccccc1)c1ccncc1	5%	2	113	2%	-2	113	nt	nt	nt
CC1CCCC(C)N1CCCNC(=O)c1cc2c(=O)n(C)c3ccccc3c2n1C (centres undefined)	-81%	1	178	20%	-1	178	4	69	65

(listing goes on)
Molecule	PLAP inhibition	IL1B NFkB inh	IL1B NFkB inh cell count 2 µM	Bcl-B displacement	IL1B NFkB pot	IL1B NFkB pot cell count 2 µM	MRP reversal	MRP reversal cytotoxicity	MRP reversal with doxorubicin
CCNC(=O)O/N=C(\C)c1sc(-c2ccc(Cl)cc2)nc1C	9%	0	151	1%	0	151	nt	nt	nt
Cc1nn(C)cc1/C=N\NC(=O)c1ccc2c(c1)c(C)c(C)n2Cc1ccccc1	nt	-25	157	-22%	25	157	nt	nt	nt
CCOc1ccccc1N1CCN(C/C=C/c2ccc(N(C)C)cc2)CC1	-34%	5	190	-3%	-5	190	-1	77	78
COCCCNc1nc(SCc2ccccc2)nc2sc3c(c12)CCC3	-7%	-10	169	-17%	10	169	-8	73	81
Cc1ccc(NC(=O)CSCC(=O)O)c(C)c1	-12%	1	84	4%	-1	84	2	98	96
COCCN1C(=O)c2ccccc2C(C(=O)N2CCN(c3ccccn3)CC2)C1c1ccc(F)cc1 (centres undefined)	nt	-32	155	nt	32	155	-8	80	88
Cc1nc2ccccn2c1C(=O)N/N=C/c1cc(C)n(-c2ccc(Cl)cc2)c1C	nt	-20	150	nt	20	150	-2	81	82
O=C(NN=C1CCCCCCC1)C(=O)NC1CCCCC1	-38%	5	133	-9%	-5	133	nt	nt	nt
COc1cc(C)c(S(=O)(=O)NC2CC(C)(C)NC(C)(C)C2)cc1C	-5%	5	49	2%	-5	49	0	95	95
CSc1cccc(NC(=O)c2ccc(Cl)nc2)c1	-4%	9	148	-10%	-9	148	7	79	73
CCCCC(=O)Nc1ccc(C(=O)NNC(=O)c2ccco2)cc1	-52%	4	113	-5%	-4	113	nt	nt	nt
COc1ccccc1N1CCN(C(=O)c2cnn3cccnc23)CC1	5%	-5	200	-9%	5	200	-18	80	98
CCOC(=O)c1sc(NC(=O)CSc2nccc(C)n2)c(C#N)c1C	18%	7	163	-1%	-7	163	2	7	6
O=C(CSCC(=O)N1CCN(c2ccccc2)CC1)Nc1nc(-c2ccc(Cl)s2)cs1	-60%	0	56	-3%	0	56	-5	76	81
COCCOC(=O)C1=C(N)OC2=C(C(=O)CCC2)C1c1cccnc1 (centres undefined)	9%	nt	nt	-8%	nt	nt	6	89	83
Cc1c(C(=O)C(C)C)n(C)c2ccccc12	-8%	-15	163	-4%	15	163	12	93	81
O=C(NCCc1ccccc1)c1ccc(Br)o1	8%	1	128	-3%	-1	128	9	101	93
N/C(Cc1ccc(Cl)cc1)=N\OC(=O)c1ccc2ccccc2c1	-9%	3	157	4%	-3	157	-1	3	4
COc1cc(-c2cn(S(=O)(=O)c3cccc4nsnc34)nc2N)cc(OC)c1OC	-80%	-6	179	8%	6	179	6	82	76
COc1cccc(NC(=O)c2ccncc2)c1	2%	-6	120	3%	6	120	1	100	100

Single records (already shown).
Cc1nn(C)cc1/C=N\NC(=O)c1ccc2c(c1)c(C)c(C)n2Cc1ccccc1 in the list: PLAP inhibition: nt; IL1B NFkB inh: -25; IL1B NFkB inh cell count 2 µM: 157; Bcl-B displacement: -22%; IL1B NFkB pot: 25; IL1B NFkB pot cell count 2 µM: 157; MRP reversal: nt; MRP reversal cytotoxicity: nt; MRP reversal with doxorubicin: nt
CCCCC(=O)Nc1ccc(C(=O)NNC(=O)c2ccco2)cc1 in the list: PLAP inhibition: -52%; IL1B NFkB inh: 4; IL1B NFkB inh cell count 2 µM: 113; Bcl-B displacement: -5%; IL1B NFkB pot: -4; IL1B NFkB pot cell count 2 µM: 113; MRP reversal: nt; MRP reversal cytotoxicity: nt; MRP reversal with doxorubicin: nt
